Bioassay records (PubChem BioAssay)
PMI activator = phosphomannose isomerase (human) activation | P34949 | purified human PMI, coupled resazurin fluorescence, 20 min; hits give high values; 1 = vehicle control, 0 substrate-free wells | activation factor at 20 µM | 190,000 compounds, 0.005% hits;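 active = activation factor of 2 or more at 20 µM, relative to plate controls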
Target sequence (P34949 whole entry, looked up): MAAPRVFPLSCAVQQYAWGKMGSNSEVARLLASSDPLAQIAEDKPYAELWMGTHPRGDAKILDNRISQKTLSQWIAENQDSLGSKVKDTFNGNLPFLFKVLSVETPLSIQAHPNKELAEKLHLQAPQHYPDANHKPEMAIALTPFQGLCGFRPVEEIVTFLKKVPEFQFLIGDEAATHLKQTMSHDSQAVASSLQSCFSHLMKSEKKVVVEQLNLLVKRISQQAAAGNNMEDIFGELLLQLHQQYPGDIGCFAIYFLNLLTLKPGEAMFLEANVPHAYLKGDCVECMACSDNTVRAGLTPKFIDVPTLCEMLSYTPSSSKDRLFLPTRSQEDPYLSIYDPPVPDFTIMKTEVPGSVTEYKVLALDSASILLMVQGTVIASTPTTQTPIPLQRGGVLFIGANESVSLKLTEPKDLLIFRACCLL
APP 5'UTR act = APP 5'UTR luciferase reporter activation; activation, % at 2 µM; 190,000 compounds, 1% hits; SH-SY5Y APP 5'UTR luciferase reporter, luminescence; zero percent = DMSO vehicle wells;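 active = activation above a set limit, based on mean plus 3 SD of controls, cut at about 140% in these data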; note: values of inactives mirror those of a sister screen read the other way
TNAP inh no acc = inhibitors of human TNAP without phosphate acceptor. P05186. purified TNAP, CDP-star luminescence, 30 min. inhibition, % at 20 µM. 200,000 compounds, 0.26% hits. AID 1012;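 active = tissue-nonspecific alkaline phosphatase inhibition above about 50% at 20 µM in the single-dose screen, limit read from the data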;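 note: 0% = DMSO negative control and 100% = EDTA positive control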
TNAP inh hi DEA = blocks human TNAP under high phosphate acceptor concentration | P05186 | purified TNAP, CDP-star luminescence, 1 M DEA | inhibition, % at 20 µM | 200,000 compounds, 0.03% hits | AID 1135;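 active = over 50% inhibition of tissue-nonspecific alkaline phosphatase at 20 µM in the single-dose screen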;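 note: plate controls were DMSO wells for no effect and EDTA-quenched wells as full inhibition for full effect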
TNAP act hi DEA = activators of human TNAP at high phosphate acceptor concentration; purified TNAP, CDP-star luminescence, 1 M DEA, 30 min; hits give high values; 0 = EDTA background, 1 = DMSO-only activity; activation factor at 20 µM; 200,000 tested, under 10 active; AID 1136;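 active = activation factor at least 2 at 20 µM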
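Dosing: 20 µM single point. System: human TNAP. Amount: TNAP 1/800 final. Incubation: 30 min, room temperature. Read-out: TNAP activation factor scaled between EDTA and DMSO control wells. Signal: luminescence from CDP-star hydrolysis. Medium: 1 M DEA, pH 9.8, Mg2+, Zn2+. Control set: EDTA negative control, DMSO positive control.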
bIAP activator = intestinal alkaline phosphatase (bovine) activation | purified bovine IAP, CDP-star luminescence, 30 min; hits give high values; fold of DMSO-control signal, blank-subtracted | activation factor at 20 µM | AID 1016 | 200,000 compounds, 0.17% hits;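 active = activation factor of 2 or more at 20 µM, a signal rise over negative controls twice the positive control's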
NF-kB neuron act = raises NF-kB expression in human neuronal cells; NF-kB reporter expression; hits give high values; fold change at 12.5 µM; 190,000 compounds, 1.6% hits; AID 1239; in the data active = fold change above about 3.3
FLuc inh counter = inhibits firefly luciferase, flagging false hits in luciferase inhibition screens; P08659; ATPLite firefly luciferase biochemical luminescence, 10 min; inhibition, % at 10 µM; 200,000 compounds, 1.5% hits; AID 1006;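 active = inhibition above about 50% when tested at 10 µM, limit read from the data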
Target sequence (P08659 whole entry, looked up): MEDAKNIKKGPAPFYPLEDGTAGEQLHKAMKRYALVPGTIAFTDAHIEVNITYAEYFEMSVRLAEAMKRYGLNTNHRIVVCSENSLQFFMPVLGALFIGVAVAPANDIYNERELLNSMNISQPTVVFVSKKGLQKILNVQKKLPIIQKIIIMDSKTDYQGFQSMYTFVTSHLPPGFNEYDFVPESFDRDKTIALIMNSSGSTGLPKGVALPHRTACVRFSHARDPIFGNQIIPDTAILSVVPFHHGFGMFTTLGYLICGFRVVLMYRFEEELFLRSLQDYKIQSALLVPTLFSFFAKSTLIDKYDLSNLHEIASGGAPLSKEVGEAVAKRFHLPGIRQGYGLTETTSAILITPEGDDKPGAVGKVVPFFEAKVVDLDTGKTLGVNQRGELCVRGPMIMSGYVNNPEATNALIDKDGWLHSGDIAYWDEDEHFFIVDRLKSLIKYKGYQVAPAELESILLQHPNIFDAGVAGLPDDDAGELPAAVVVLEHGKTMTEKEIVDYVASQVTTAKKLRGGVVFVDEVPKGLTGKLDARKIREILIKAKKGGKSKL
FLuc act counter = firefly luciferase counter-screen for stimulation assays | activation factor at 10 µM | 200,000 tested, under 10 active | AID 1027 | ATPlite luciferase biochemical, luminescence, 10 min; 0 = ATP-free wells, 1 = DMSO control;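 active = luciferase activation factor, scaled between plate controls, of at least 2 with compound at 10 µM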
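Material: luciferase plus luciferin reagent, cell-free. Medium: PBS buffer for ATP. Also added: ATP substrate, dispensed from a 10.24 µM working solution in PBS. Doses: test compounds dosed from 2 mM stocks in 100% DMSO. Incubation: 10 min post-reagent at room temperature. Technique: light output (luminescence). Read-out basis: luminescence gain marking luciferase activators.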
PMI act hi M6P = increases human PMI activity with near-saturating mannose 6-phosphate. coupled PMI enzyme assay, resazurin fluorescence, 20 min; hits give high values; 1 = untreated enzyme, 0 = substrate-free blank. activation factor at 20 µM. 190,000 compounds, 0.34% hits;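 active = activation factor of 2 or more at 20 µM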
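Technique: Diaphorase-driven resazurin-to-resorufin fluorescence, excitation 544, emission 590 nm | Assay system: Human PMI in coupled enzyme assay | Times: Enzyme reaction with compound 20 min at room temperature | Medium: HEPES-buffered pH 7.4 with magnesium and detergent | Reagent: Mannose-6-phosphate 1.0 mM (near-saturating) plus 0.22 mM NADP+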
Active calls of the source: *; . = not tested or not shown.

Start of the listing, in advance, 11 compounds:
SMILES	PMI activator	APP 5'UTR act	TNAP inh no acc	TNAP inh hi DEA	TNAP act hi DEA	bIAP activator	NF-kB neuron act	FLuc inh counter	FLuc act counter	PMI act hi M6P
O=C(O)CCc1ccc(-c2ccccc2)n1CC1CCCO1 (stereo not drawn)	1	5.6	-3.7	-1.7	1	0.9	0.93	-8.0	1.1	1.1
Cc1nc(Nc2nc3ccccc3o2)nc(C)c1C	1	143.0*	-88.5	-6.0	1.1	1.5	2.8	51.3*	0.5	1.1
COc1ccccc1OCC(=O)OCC(=O)NCCN1C(=O)CSC1=O	1	-0.9	-11.6	2.1	1	1.1	1.04	-0.7	1	1
Cc1ccc(C2=N/C(=C/c3cccs3)C(=O)N2Nc2ccccc2)cc1	0.8	.	11.5	11.3	0.9	0.6	1.12	2.0	1	0.9
CCN(CC)CCOC(=O)c1cccc(OC)c1	0.9	16.1	-13.9	-1.9	1	1.1	1.13	-2.3	1	1
COc1ccc(N(CC(=O)N2CCN(c3ccccc3)CC2)S(=O)(=O)c2c(C)noc2C)cc1	0.9	-0.3	-10.8	-8.4	1.1	1	0.91	-4.3	1	0.9
CCNc1nc(NC(C)C)nc(OCCNS(=O)(=O)c2cc(C)ccc2C)n1	1	-2.2	-10.4	-4.8	1	1	0.96	-5.2	1.1	1.1
COc1cnc(N(C)C)nc1Sc1ccc(Cl)cc1	0.8	-18.9	-8.9	-4.3	1	0.9	1.18	-2.5	1	0.8
O=C(NCn1ccc(=O)[nH]c1=S)c1ccccc1	1.1	1.4	-12.2	-5.7	1.1	0.9	1.03	-7.9	1.1	1
COc1ccccc1NS(=O)(=O)c1cc(NC(=O)C2CCCC2)ccc1N1CCOCC1	0.4	4.0	-23.3	-8.1	1.1	1	1.16	-5.0	1.1	0.7
CCC(C)C(NC(=O)OCc1ccccc1)C(=O)NC(Cc1ccc(O)cc1)C(=O)OC (stereo not drawn)	0.9	-13.5	-6.5	-0.8	1	1.1	1.39	-0.6	1	0.9

The whole of this part, from the first entry:
SMILES	PMI activator	APP 5'UTR act	TNAP inh no acc	TNAP inh hi DEA	TNAP act hi DEA	bIAP activator	NF-kB neuron act	FLuc inh counter	FLuc act counter	PMI act hi M6P
O=C(O)CCc1ccc(-c2ccccc2)n1CC1CCCO1 (stereo not drawn)	1	5.6	-3.7	-1.7	1	0.9	0.93	-8.0	1.1	1.1
Cc1nc(Nc2nc3ccccc3o2)nc(C)c1C	1	143.0*	-88.5	-6.0	1.1	1.5	2.8	51.3*	0.5	1.1
COc1ccccc1OCC(=O)OCC(=O)NCCN1C(=O)CSC1=O	1	-0.9	-11.6	2.1	1	1.1	1.04	-0.7	1	1
Cc1ccc(C2=N/C(=C/c3cccs3)C(=O)N2Nc2ccccc2)cc1	0.8	.	11.5	11.3	0.9	0.6	1.12	2.0	1	0.9
CCN(CC)CCOC(=O)c1cccc(OC)c1	0.9	16.1	-13.9	-1.9	1	1.1	1.13	-2.3	1	1
COc1ccc(N(CC(=O)N2CCN(c3ccccc3)CC2)S(=O)(=O)c2c(C)noc2C)cc1	0.9	-0.3	-10.8	-8.4	1.1	1	0.91	-4.3	1	0.9
CCNc1nc(NC(C)C)nc(OCCNS(=O)(=O)c2cc(C)ccc2C)n1	1	-2.2	-10.4	-4.8	1	1	0.96	-5.2	1.1	1.1
COc1cnc(N(C)C)nc1Sc1ccc(Cl)cc1	0.8	-18.9	-8.9	-4.3	1	0.9	1.18	-2.5	1	0.8
O=C(NCn1ccc(=O)[nH]c1=S)c1ccccc1	1.1	1.4	-12.2	-5.7	1.1	0.9	1.03	-7.9	1.1	1
COc1ccccc1NS(=O)(=O)c1cc(NC(=O)C2CCCC2)ccc1N1CCOCC1	0.4	4.0	-23.3	-8.1	1.1	1	1.16	-5.0	1.1	0.7
CCC(C)C(NC(=O)OCc1ccccc1)C(=O)NC(Cc1ccc(O)cc1)C(=O)OC (stereo not drawn)	0.9	-13.5	-6.5	-0.8	1	1.1	1.39	-0.6	1	0.9
NNC(=O)COc1cccc(C(F)(F)F)c1	1.1	14.6	-2.0	-8.0	1.1	1	1.12	-5.4	1.1	1.1
O=C(Nc1cnc2ccccn2c1=O)c1ccc(Cl)cc1Cl	1.1	152.8*	-3.4	-0.2	1	1.1	1.73	75.0*	0.3	0.9
CCOC(=O)CCc1n[nH]c(=O)[nH]c1=O	1	-14.7	-11.4	-1.3	1	1	1.45	-7.5	1.1	1
COc1ccc(OCc2n[nH]c(=S)n2-c2ccc(C)cc2)cc1	.	-23.3	-2.5	2.6	1	1	1.15	6.0	0.9	.
O=C(Cn1c2ccccc2c2nc3n(c(=O)c21)CCS3)Nc1ccccc1C(F)(F)F	1	4.9	-4.8	2.9	1	0.9	1.05	-4.3	1	1
CCN(CC)CCCNC(=S)N1CCn2c(nc3ccccc32)C1	0.9	.	-6.6	2.2	1	0.9	1.15	-5.6	1.1	0.9
COCCN1C(=O)C(O)=C(C(=O)c2ccco2)C1c1cccc(Oc2ccccc2)c1 (stereo not drawn)	1	16.3	-1.7	-1.2	1	1	0.97	-5.7	1.1	0.9
S=C(NCCOCCOCCNC(=S)Nc1ccccc1)Nc1ccccc1	1	-12.1	-7.8	-4.9	1	1	1.33	-4.4	1	1.1
COC(=O)C1CCN(S(=O)(=O)c2cn(C)c(=O)n(C)c2=O)CC1	0.9	6.2	0.3	-5.9	1.1	0.8	1.09	-8.6	1.1	0.9
CCCCC(CC)C(=O)Nc1ccc(C#N)cc1 (stereo not drawn)	0.9	-8.0	-4.1	-4.3	1	0.9	0.93	-4.4	1	0.9
O=C(N/N=C/c1ccc(Br)cc1)c1ccccc1-n1cccc1	0.9	1.1	-5.0	-7.3	1.1	0.9	1.31	-6.6	1.1	0.9
CC(=O)N1CCc2cc(S(=O)(=O)CCC(=O)Nc3cccc(F)c3)ccc21	1.1	7.6	-13.8	-2.9	1	1	0.94	-5.4	1.1	1
CC(C)(C)c1ccccc1OCCOCCSc1ncccn1	1.1	0.3	-9.8	-1.5	1	0.6	1.54	-0.8	1	1
Cc1ccc(C(=O)Nc2ncnc3sc4c(c23)CCCCC4)cc1	0.9	-4.7	-9.5	-4.6	1	0.8	1.21	-2.3	1	1
O=[N+]([O-])c1ccc(N2CCN(S(=O)(=O)c3ccc(Cl)c(Cl)c3)CC2)cc1NCCN1CCOCC1	1.1	-5.7	5.5	8.2	0.9	1.2	0.85	-3.5	1	1
Cc1cccc(N2CCCn3c2nc2c3c(=O)n(CCN3CCOCC3)c(=O)n2C)c1	1.1	1.5	-1.0	-6.4	1.1	0.8	0.67	-8.3	1.1	1
CCOC(=O)NC(=O)CN1C(=O)NC(C)(c2ccccc2)C1=O (stereo not drawn)	1	-7.0	-9.8	-6.3	1.1	0.9	1.17	-4.3	1	1
O=C1CCCN1CCC1CCN(C(=S)Nc2ccc(F)cc2)CC1	0.9	19.4	-10.3	-1.7	1	0.9	0.89	-6.6	1.1	0.9
COc1ccc(Oc2coc3c(CN(C)C)c(O)ccc3c2=O)cc1	0.8	-2.5	-7.5	-1.3	1	1	1.02	-2.5	1	0.9
CCN(CCCNC(=O)CN1C(=O)COc2ccccc21)c1ccccc1	0.9	15.4	-15.3	-9.5	1.1	0.9	0.96	-5.2	1.1	0.9
OCCCNC(=S)NC1CCCC1	1	-5.0	-5.9	-1.3	1	1.1	1.05	-1.5	1	0.9
CCCC(=O)Nc1c2c(nn1-c1ccc(OC)cc1)CS(=O)C2 (stereo not drawn)	1	10.6	-13.4	-3.5	1	0.9	1.16	-6.9	1.1	1.1
CC(C)CNS(=O)(=O)c1ccc(S(=O)(=O)N2CCCN(Cc3ccccc3)C2)cc1	1	9.7	-8.1	-1.9	1	1	0.9	-2.0	1	1
CC1=NN(C(=O)c2nn(C)cc2Br)C(O)(C(F)(F)F)C1 (stereo not drawn)	1.1	19.4	-8.8	-5.8	1.1	0.6	1.26	-7.3	1.1	0.8
Cc1ccc(C)c(OCc2nnc(N)s2)c1	1	-14.3	-9.6	-3.4	1	0.9	1.21	-2.9	1	1.1
O=C(Nc1cccc(Cl)c1)ON=C1c2ccccc2-c2ccccc21	0.9	13.1	-7.3	-3.8	1	0.9	1.08	3.0	1	0.9
Cc1ccc(CCSc2ccc(C(C)C)cc2)cn1	0.8	-8.4	-8.0	-5.6	1.1	1.1	1.04	-1.5	1	0.9
Cc1cc(C(=O)OCC(=O)Nc2cc(C)on2)c2ccccc2n1	1	-6.4	-9.4	-5.0	1.1	0.8	1.05	-10.0	1.1	1.1
O=C(NCc1ccc2c(c1)OCO2)C1CCCN1C(=O)Nc1cccc(Cl)c1 (stereo not drawn)	1	6.5	-2.4	-5.7	1.1	1	0.91	-9.0	1.1	1
Cc1noc(C)c1C(=O)OCC(=O)Nc1c(F)cccc1F	1.2	20.0	-19.5	-7.0	1.1	1	1.14	-5.1	1.1	1.1
Cc1nnc(NC(=O)c2cccc(Br)c2)s1	1.1	9.9	-4.7	-5.9	1.1	0.9	1.67	1.9	1	1.1
CCCN1Cc2cccc(C(=O)NCc3ccc(C)cc3)c2C1=O	1	-7.5	-12.5	-2.7	1	1	0.95	-5.1	1.1	1
Cc1cc(C(=O)CSc2n[nH]c(-c3ccccc3F)n2)c(C)n1Cc1cccs1	0.8	8.1	91.2*	2.1	1	1	1.09	9.8	0.9	1
N[C@@H](C(=O)N[C@@H]1C(=O)N2C(C(=O)O)=C(Cl)CS[C@H]12)c1ccccc1	0.9	13.4	-24.0	-2.5	1	1.1	1.32	-3.6	1	0.6
CCOC(=O)c1ccc(NC(=O)Cn2nnc3ccccc32)cc1	0.9	71.4	-9.1	-1.5	1	0.9	2.4	-2.5	1	0.9

An unsorted share of the library; about 3.6% have a hit in one of these screens.
